Caspase-7 inhib = allosteric or competitive inhibitors of human caspase-7 | P55210 | recombinant caspase-7, Ac-DEVD-AFC fluorescence rate | Potency, µM (doses to about 57.5 µM), for the others: at the top dose activity change, negative = inhibition, usual class: inhibitors | 75,000 tested, 0.02% active | AID 889; active = well fitted inhibition curve with a large enough effect in the main read-out, with a control signal flat, not every such curve was filed as active; inconclusive = small, poorly fitted or top-dose-only effect, or a change in a side signal; also: potency is read from the fitted curve at half-maximal effect; % of control where 0% means no effect
BRCT inh green = blocks human BRCA1 BRCT binding to phosphopeptide, green readout; 75,000 tested, 0.05% active; P38398; Potency, µM (titrated, usually from 76.9 µM), for the others: at the highest dose activity change, negative = inhibition, hits mostly inhibitors; BRCA1 BRCT-phosphopeptide binding, green fluorescence polarization;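 also: potency is read from the fitted curve at half-maximal effect; plate controls were peptide without protein for full effect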
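Fluorescence polarization: His-tagged BRCT (~35 kDa BRCA1 C-terminus, 250 nM) bound to 100 nM fluorescein-labeled phosphorylated 10-aa BACH1 peptide, pH 7.3 phosphate buffer with DTT and Tween 20. Compounds incubated 12 min at room temperature; inhibition read as lowered polarization.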
USP2a inhib = inhibitors of human ubiquitin-specific protease USP2a | O75604 | Potency, µM (doses to about 38.3 µM), inactives show at the highest dose activity change, negative = inhibition, usual class: inhibitors | 60,000 tested, 0.1% active | USP2a enzymatic assay, qHTS inhibition;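 also: potency is read from the fitted curve at half-maximal effect; nearly all actives have a fitted effect of over 60% in size; plate controls were DMSO for no effect and NEM full inhibition control for full effect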
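USP2 core (20nM final) preincubated 30 min RT with compound, then Ub-PLA2 20nM and NBD C6-HPC 20uM final added; buffer 20mM Tris-HCl pH 8.0, 2mM CaCl2. Fluorescence Ex 460/Em 535 read at 0 and 2.5 h; normalized to NEM.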
TexasRed autofl = Texas Red region autofluorescence | 59,000 tested, 0.06% active | max dye-equivalent concentration, M | AID 587 | Compound fluorescence, Texas Red channel, 547/618 nm; stronger effect = higher value; in the data active = max dye-equivalent concentration above about 10 nM; inconclusive = between about 1.1 nM and that limit
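qHTS profiling of intrinsic compound fluorescence; 100 mM Tris pH 8.0; 15 min RT; ex 547 / em 618 nm; response expressed as Texas Red dye-equivalent concentration from six-point plate standard.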
A350 autofl = compound fluoresces in the Alexa 350 spectral region; Compound autofluorescence, 340/450 nm, Alexa 350 dye-equivalents; stronger effect = higher value; max dye-equivalent concentration, M; 59,000 tested, 11% active; AID 590; in the data active = max dye-equivalent concentration above about 10 nM; inconclusive = mostly about 1.1 nM to 9.6 nM
Caspase-1 inhib = caspase-1 (human) inhibition, allosteric or competitive; Caspase-1 enzyme, Ac-WEHD-AFC fluorogenic rate; Potency, µM (highest dose often 57.5 µM), inactives show top-dose activity change, negative = inhibition, usual class: inhibitors; 75,000 tested, 0.03% active; AID 900;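 also: potency is read from the fitted curve at half-maximal effect; plate controls were vehicle for no effect and no substrate for full effect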
Fluorescein fluor = fluorescein region autofluorescence | Compound autofluorescence, 480/540 nm, fluorescein-equivalent; stronger effect = higher value | max fluorescein-equivalent concentration, M | 59,000 tested, 0.91% active | AID 593; in the data active = max fluorescein-equivalent concentration above about 10 nM; inconclusive = between about 1.1 nM and that limit
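Spectral profiling of library compounds in the fluorescein window (480 nm excitation, 540 nm emission) after 15 min at room temperature in pH 8.0 Tris (100 mM). Values are dye-equivalent concentrations.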
4MU fluor = compounds fluorescent in 4-MU spectral region; 59,000 tested, 11% active; compound autofluorescence, 340/450 nm, 4-MU equivalents; stronger effect = higher value; AID 589; max dye-equivalent concentration, M; in the data active = max dye-equivalent concentration above about 10 nM; inconclusive = mostly about 1.1 nM to 9.6 nM
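Compounds in 100 mM Tris, pH 8.0, incubated 15 min at room temperature, then fluorescence read at 340 nm excitation/450 nm emission. Signal converted to 4-MU dye-equivalent concentration using an on-plate six-point 4-MU standard curve.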
BRCT PPI red = inhibitors of human BRCA1 BRCT-phosphoprotein interaction (red fluorophore). P38398. BRCT-phosphopeptide binding, red fluorescence polarization. Potency, µM (top dose mostly 76.9 µM), without a hit: at the highest dose activity change, negative = inhibition, hits mostly inhibitors. 75,000 tested, 0.03% active. AID 892; also: % is scaled to controls: 0 for no effect and ±100 for the full control effect
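Fluorescence polarization: 100 nM His-tagged BRCA1 BRCT with 100 nM TAMRA-labelled phospho-BACH1 decapeptide, phosphate buffer pH 7.3 with 150 mM NaCl, DTT, 0.01% Tween 20; 12 min RT. Binding inhibition seen as FP decrease.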
HEK293 cAMP cs = parental HEK293 cAMP activation (counter-screen); Potency, µM (titrated, usually from 57.1 µM), inactives show at the highest dose activation, most hits filed as activators; parental HEK293 CNG cAMP sensor, membrane potential fluorescence; AID 938; 73,000 tested, 2.5% active; also: potency is read from the fitted curve at half-maximal effect; % of control where 0% means no effect; nearly all actives have a fitted effect of over 55% in size
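Parental HEK 293 cells stably expressing a modified CNG channel (no TSHR) report cAMP rise as membrane depolarization. Membrane potential dye with 100 uM RO 20-1724 was loaded for 60 min at room temperature, then compound added for 30 min; fluorescence read at 590 nm.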
Rhodamine fluor = compound autofluorescence in rhodamine spectral region | max dye-equivalent concentration, M | 59,000 tested, 0.05% active | Rhodamine-region fluorescence, 547/598 nm, Tris buffer; stronger effect = higher value; in the data active = max dye-equivalent concentration above about 11 nM; inconclusive = between about 1.1 nM and that limit
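Compounds in 100 mM Tris buffer, pH 8.0, were incubated 15 min at room temperature, then read at 547 nm excitation and 598 nm emission. Fluorescence was normalized against a per-plate six-point rhodamine standard curve as dye-equivalent concentration.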
The depositor's hits bear a star; i = inactive; ? = inconclusive; . = not tested or not shown; [ ] = another dose, or the depositor's remark. Unless noted, calls follow the shape of the dose curve; as a rule, active = well fitted curve in the direction sought with a large enough effect; inconclusive = small, poorly fitted or top-dose-only effect, or another doubt; inactive = no such curve, though single readings can be large; an effect the other way counts as inactive or inconclusive. Not all compounds are listed; count on the stated rates, not on these rows.

SMILES	Caspase-7 inhib	BRCT inh green	USP2a inhib	TexasRed autofl	A350 autofl	Caspase-1 inhib	Fluorescein fluor	4MU fluor	BRCT PPI red	HEK293 cAMP cs	Rhodamine fluor
Cc1[nH]nc2c1C(c1ccc(F)cc1)C1=C(CC(C)(C)CC1=O)N2 (stereo unspecified)	-1%	-4.3%	6%	i	2e-07M*	-1%	i	2.1e-07M*	-1.1%	24%	i
O=C(CCCN1CCC(c2ccccc2)C1)c1ccc2c(c1)OCCO2 (stereo unspecified)	0%	0.6%	13%	i	?	0%	i	?	-2.1%	0%	i
CCCS(=O)(=O)N1CCN(Cc2ccccc2C(F)(F)F)CC1	0%	-2.3%	-4%	i	i	-1%	i	i	0.8%	18%	i
Cc1cccn2c(=O)c3cc(C(=O)NCCN4CCOCC4)n(Cc4ccccc4)c3nc12	-1%	-0.8%	2%	i	i	-1%	?	i	-3.2%	6%	i
CCN(CC)c1ccc(C(=S)N2CCN(c3ccccc3)CC2)cc1	-2%	-2.2%	9%	i	i	1%	i	i	0.0%	3%	i
O=S(=O)(NCCc1ccccc1)c1cccc(S(=O)(=O)N2CCOCC2)c1	-1%	-1.2%	11%	?	i	1%	?	i	-0.7%	-6%	i
CN1/C(=C\C(=O)COC(=O)Cn2nnc(-c3ccccc3)n2)C(C)(C)c2ccccc21	-8%	9.9%	12%	2.2e-08M*	3.5e-08M*	-3%	?	3e-08M*	14%	17%	?
Cc1ccc(Cn2nnc3c(=O)[nH]c(C4CCN(C(=O)c5cccs5)CC4)nc32)cc1	0%	2.1%	.	?	i	-1%	?	i	-2.3%	9%	i
CC1=C(C(=O)Nc2ccccc2)C(c2ccc(C)o2)n2c(s/c(=C\c3ccco3)c2=O)=N1 (stereo unspecified)	-23%	4.8%	31%[activator]	i	i	-11%	?	i	0.9%	-6%	i
COc1cc(OC)cc(C(=O)NCC2CCCO2)c1 (stereo unspecified)	-2%	-0.7%	.	.	.	-1%	.	.	-1.2%	9%	.
CN(C)c1nc(N)nc(/C(C#N)=C/C2CC3C=CC2C3)n1 (stereo unspecified)	-14%	2.1%	0%	i	i	-15%	i	i	1.6%	-1%	i
COc1ccccc1CN1CCCC2(CCN(C(=O)c3ccncc3)CC2)C1	1%	-2.5%	27%	i	i	-3%	i	i	-0.7%	17%	i
Clc1ccc(-c2nnc3sc(-c4ccc(Br)o4)nn23)c(Cl)c1	1%	0.2%	-2%	i	i	0%	i	i	-0.3%	3%	i
Cc1cccc2nc(CSc3nncn3-c3ccccc3)cn12	-1%	-2.5%	10%	i	i	-2%	i	i	0.2%	2%	i
CCOc1ccc(-n2c3nc4ccccc4nc3c3c(=O)n(Cc4ccco4)cnc32)cc1	.	.	.	i	?	.	?	?	.	.	i
COc1ccc(CNC(=O)c2cccc(N3CCCC3=O)c2)cc1	2%	-1.5%	1%	i	i	-1%	?	i	1.7%	2%	i
CNc1nc(C)c(C#N)cc1C(C)=O	.	.	.	i	2e-07M*	.	i	1.7e-07M*	.	.	i
O=S(=O)(Cc1ccccc1)Nc1ccc(S(=O)(=O)NCC2CCCO2)cc1 (stereo unspecified)	0%	-0.4%	-1%	i	i	1%	i	i	0.5%	2%	i
CC1=C(C(=O)NCc2ccccc2)C(c2cccs2)n2ncnc2N1 (stereo unspecified)	-2%	-2.2%	-6%	?	?	-5%	?	?	-3.8%	9%	i
CCN(CC)C(=O)C1CCN(S(=O)(=O)c2ccc3oc4ccccc4c3c2)CC1	-6%	-0.5%	.	.	.	-6%	.	.	0.9%	?	.

6 compounds out of the list above, sorted by the value under Caspase-7 inhib, ascending.
| SMILES | Caspase-7 inhib |
| --- | --- |
| CN(C)c1nc(N)nc(/C(C#N)=C/C2CC3C=CC2C3)n1 (stereo unspecified) | -14% |
| CC1=C(C(=O)NCc2ccccc2)C(c2cccs2)n2ncnc2N1 (stereo unspecified) | -2% |
| Cc1cccc2nc(CSc3nncn3-c3ccccc3)cn12 | -1% |
| O=S(=O)(Cc1ccccc1)Nc1ccc(S(=O)(=O)NCC2CCCO2)cc1 (stereo unspecified) | 0% |
| COc1ccccc1CN1CCCC2(CCN(C(=O)c3ccncc3)CC2)C1 | 1% |
| COc1ccc(CNC(=O)c2cccc(N3CCCC3=O)c2)cc1 | 2% |

Remaining list, next part
SMILES	Caspase-7 inhib	BRCT inh green	USP2a inhib	TexasRed autofl	A350 autofl	Caspase-1 inhib	Fluorescein fluor	4MU fluor	BRCT PPI red	HEK293 cAMP cs	Rhodamine fluor
COc1ccc(F)cc1S(=O)(=O)Nc1ccc2c(c1)OCCO2	1%	0.8%	.	.	.	-4%	.	.	-1.7%	27%	.
C=CCn1c(SCC(=O)Nc2nc(C)cs2)nnc1C(CO)NC(=O)c1ccccc1 (stereo unspecified)	0%	-1.5%	11%	i	i	1%	i	i	-1.0%	-43%[inhibitor]	i
CCC/C=C(\CCC)C(NS(=O)(=O)c1ccc(Cl)cc1)c1ccc(C(=O)OC)cc1 (stereo unspecified)	-3%	2.7%	.	.	.	1%	.	.	-1.3%	22%	.
COc1cccc(NC(=O)C2CC(=O)N(C)C(=Nc3cccc(F)c3)S2)c1 (stereo unspecified)	-1%	-1.6%	120%[activator]	i	i	-3%	i	i	-0.7%	-22%	i
CC(C)NC(=O)Cn1nnc(-c2ccc(Cl)cc2)n1	-3%	-1.5%	-4%	i	i	1%	i	i	0.2%	0%	i
COc1ccccc1CNC(=O)C1CCN(S(=O)(=O)N2CCCCC2)CC1	0%	-3.4%	-22%	i	i	-1%	?	i	1.1%	2%	i
COc1cccc(C2/C(=C(/O)c3ccc(C)cc3)C(=O)C(=O)N2Cc2ccco2)c1 (stereo unspecified)	.	.	.	i	i	.	?	i	.	.	i
CCN(CC)S(=O)(=O)c1ccc(/C(O)=C(\C#N)c2nc3ccccc3n2C)cc1	-17%	-0.6%	19%	i	9.5e-08M*	?	i	7.3e-08M*	-0.6%	-2%	i
O=C(O)C1C2C=CC(C3CC23)C1C(=O)O (stereo unspecified)	-1%	-4.4%	.	.	.	-1%	.	.	-0.8%	-1%	.
Cc1cc(C(=O)CSc2nc3ccc(Cl)cc3[nH]2)c(C)n1C	-25%	0.1%	23%	i	i	?	i	i	-0.3%	-1%	i
CCc1nnc2c3cnn(-c4ccc(C)c(C)c4)c3ncn12	1%	-2.0%	-4%	?	i	1%	?	i	0.7%	-2%	i
COCCn1c(-c2ccc(OC)cc2)cnc1SCC(=O)Nc1cc(C)on1	0%	-0.1%	6%	i	i	-2%	?	i	1.2%	?	i
COc1ccccc1C(=O)Nc1ccc2c(c1)nc(CCNC(C)=O)n2C	1%	1.4%	4%	i	i	-1%	i	i	-0.3%	0%	i
Cc1nc2ccccc2c2oc(C(=O)NC3CC3)cc12	-1%	5.3%	.	.	.	1%	.	.	-7.0%	5%	.
CCOC(=O)c1cnn2c(C(F)F)cc(C3CC3)nc12	0%	0.4%	2%	i	1.9e-08M*	0%	i	1.8e-08M*	0.8%	5%	i
CCc1ccc2[nH]c(=O)c(CN(CCN(C)C)C(=O)Nc3ccccc3OC)cc2c1	1%	3.8%	11%	?	i	-1%	i	i	-0.5%	?	i
O=C1C2=C(SCCS2)C(=O)N1c1ccccc1	-2%	-1.6%	2%	.	.	-1%	.	.	0.1%	-6%	.
O=C(Nc1ncccc1Cl)c1cccc(F)c1	.	.	.	i	1.4e-08M*	.	?	1.1e-08M*	.	.	i
Cc1ccccc1NC(=O)N1CCCC(c2nc(-c3ccc(F)cc3)no2)C1 (stereo unspecified)	-1%	-1.0%	15%	?	i	0%	i	i	0.8%	?	i
CC(C)c1nc(-c2c(N)n(C)c(=O)n(C)c2=O)sc1C(=O)C(C)(C)C	-1%	-1.7%	2%	i	i	-1%	i	i	1.3%	16µM*	i

Part of the list above, limited to HEK293 cAMP cs, BRCT inh green and A350 autofl.
SMILES	HEK293 cAMP cs	BRCT inh green	A350 autofl
O=C(Nc1ncccc1Cl)c1cccc(F)c1	.	.	1.4e-08M*
CCc1nnc2c3cnn(-c4ccc(C)c(C)c4)c3ncn12	-2%	-2.0%	i

More entries follow.
SMILES	Caspase-7 inhib	BRCT inh green	USP2a inhib	TexasRed autofl	A350 autofl	Caspase-1 inhib	Fluorescein fluor	4MU fluor	BRCT PPI red	HEK293 cAMP cs	Rhodamine fluor
CN1C(=O)CC(N2CCN(c3ncccn3)CC2)C1=O (stereo unspecified)	0%	-1.8%	2%	.	.	-1%	.	.	-0.8%	1%	.
Cc1nc(N2CCN(c3ccccc3)CC2)[nH]c(=O)c1Cc1ccccc1	0%	-4.8%	5%	i	i	-1%	i	i	-0.7%	3%	i
COC(=O)c1[nH]c2cccc(OC)c2c1NC(=O)CN1CCC(C(N)=O)(N2CCCCC2)CC1	2%	-2.0%	10%	i	?	1%	i	1.3e-08M*	0.5%	-12%	i
CCCCN(CC)S(=O)(=O)N1CCC(C(=O)NCc2ccc(F)cc2)CC1	-1%	-0.2%	16%	i	i	0%	i	i	-1.0%	18%	i
COC(=O)c1sc(S(=O)(=O)Nc2ccc3cn[nH]c3c2)c(C(=O)OC)c1C	-1%	-1.9%	12%	i	i	2%	?	i	-0.1%	3%	i
